Screening data from PubChem BioAssay.
GalR3 antag – blocks the human galanin receptor 3. AID 651719. inhibition, % at 3 µM. O60755. 0.44% of 360,000 active. HEK293 GalR3-CNG cAMP membrane potential fluorescence; galR3 body fused to GalR1 C-terminus;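 active = inhibition above the screen-wide average plus 3 SD, cut at about 13% in these data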;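 note: forskolin and galanin both at EC90 stimulate the cells; cAMP rise reported by CNG channel membrane potential dye signal; 0% = forskolin plus galanin with DMSO and 100% = forskolin alone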
UBC9 SUMO inh – blocks human SUMOylation mediated by UBC9; 0.36% of 290,000 active; HTRF SUMOylation assay, SAE1/SAE2 + UBC9, in vitro; inhibition, % at 35 µM; P63279; AID 2006; in the data active = inhibition above about 50%, passing the limit was not always enough; note: strong numbers were not always called active
VIM-2 inhibitor – blocks Pseudomonas aeruginosa VIM-2 metallo-beta-lactamase; 0.89% of 290,000 active; AID 1527; inhibition, % at 5.6 µM; purified VIM-2, nitrocefin hydrolysis, epi-absorbance fluorescence;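 active = inhibition above the mean of all tested compounds plus 3 SD, cutoff set per screening run, cut at about 7.5% in these data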;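 note: red hydrolysis product quenches plate fluorescence so inhibitors raise well fluorescence; 0% = enzyme with DMSO and 100% = DMSO without enzyme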
IMP-1 inh – blocks Pseudomonas aeruginosa IMP-1 metallo-beta-lactamase. purified IMP-1, nitrocefin hydrolysis, epi-absorbance fluorescence. inhibition, % at 5.6 µM. 0.45% of 290,000 active. AID 1556;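 active = inhibition above the mean plus 3 SD of all compounds in the same screening run, cut at about 4.5% in these data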;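 note: 0% = IMP-1 with DMSO and 100% = DMSO wells lacking enzyme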
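System: Purified IMP-1 | Read-out basis: Percent enzyme inhibition | Controls: IMP-1 with DMSO as 0%, enzyme-free DMSO as 100% | Replicates: One well per compound | Doses: 5.6 µM nominal single concentration | Detection: Epi-absorbance fluorescence, 480 nm excitation, 530 nm emission | Incubation: 25 °C, 15 min preincubation, 25 min reaction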
IDE cell inh – inhibits human insulin-degrading enzyme in HEK cells | P14735 | inhibition, % at 5.59 µM | 0.41% of 320,000 active | FAbetaB cleavage, fluorescence polarization;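 active = percent inhibition above the average of all tested compounds plus 3 SD, set per screening campaign, cut at about 16% in these data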;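 note: IDE supplied by intact live HEK cells; FP after avidin binding of uncleaved biotin substrate so inhibition keeps polarization high; 0% = DMSO wells and 100% = 60 µM reference IDE inhibitor Ii1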
IDE act – boosts human insulin-degrading enzyme activity in HEK cells. P14735. FAbeta-B cleavage, fluorescence polarization; 0% vehicle, 100% cell-free pure enzyme wells. activation, % at 5.96 µM. 0.073% of 340,000 active. AID 493087;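 active = activation above the mean of all tested compounds plus 3 SD, set per screening campaign, cut at about 17% in these data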
CRFR2-BP antag – CRF-BP/CRF-R2 complex antagonism. HEK293 CRF-R2/CRF-BP, CRF-induced calcium fluorescence. inhibition, % at 11.8 µM. 0.59% of 350,000 active;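 active = inhibition of the ligand-induced calcium signal above about 50% at the single tested concentration, limit read from the data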
p-CIP stab down – lowers stability of the mouse p/CIP coactivator protein; Q05BA5; F442A p/CIP-EGFP cells, EGFP fluorescence, 16 h; decrease of EGFP signal, % at 10 µM; 0.01% of 290,000 active; AID 1984;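 active = EGFP signal decrease of at least 30% at 10 µM or well 3 SD below plate mean, unless failing retest; inactive = the rest, including hits failing retest or dose response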; note: some compounds called inactive have numbers as strong as hits; many of its hits are not listed in these tables
NS3 helicase inh – HCV NS3 helicase inhibition; NS3 helicase DNA unwinding, Cy5 molecular beacon fluorescence; inhibition, % at 10.9 µM; AID 1800; 0.56% of 290,000 active;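 active = inhibition above the mean of all tested compounds plus 3 SD, set per campaign, cut at about 35% in these data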;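 note: 0% = DMSO wells and 100% = thioflavine S control wells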
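assay system = NS3 helicase fragment of HCV | buffer or medium = MOPS pH 6.5, MgCl2, DTT, Tween20, BSA | timing = 60 min unwinding reaction at 25 °C after ATP addition | signal = Cy5 beacon fluorescence read at start and 1 h | read-out basis = % inhibition of unwinding | control set = low DMSO, high thioflavine S at 110 µM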
Starred values were filed as active, the others as inactive; x = no result given.

SMILES	GalR3 antag	UBC9 SUMO inh	VIM-2 inhibitor	IMP-1 inh	IDE cell inh	IDE act	CRFR2-BP antag	p-CIP stab down	NS3 helicase inh
CCOC(=O)COc1ccc(C(=O)CC)cc1OC	-0.5	1.9	-0.1	-0.9	2.2	-0.9	-7.4	-3.4	1.9
CCCC(=O)N1CCN(c2nc3ccccc3s2)CC1	-6.0	7.2	0.7	-0.3	-2.1	5.5	-11.3	-0.3	9.4
COc1cccc(C(=O)N2N=C(c3ccccn3)CC2(O)C(F)(F)F)c1 (centres undefined)	-5.0	4.7	-1.6	-2.3	3.2	3.5	-3.0	0.1	1.6
CCOC(=O)c1cc(-c2ccccc2)nn1CC1CC(c2cccc([N+](=O)[O-])c2)=NO1 (centres undefined)	-4.5	x	x	x	3.5	2.6	-1.7	x	x
CCOC(=O)C(Cc1ccccc1)NC(=O)CNC(C)=O (centres undefined)	1.0	-1.5	-1.3	-3.3	7.0	4.5	1.4	0.6	11.8
CCN1CCCC1Cn1cnc2c([nH]c3ccc(Cl)cc32)c1=O (centres undefined)	-4.0	17.4	3.1	-3.0	7.8	-4.7	-5.4	-13.9	-8.9
Cc1onc(-c2ccccc2)c1C(=O)N(CC(C)C)c1c(N)n(CC(C)C)c(=O)[nH]c1=O	-8.1	x	x	x	-4.5	1.1	-0.8	x	x
O=C1OC[C@H]2CCCN2C(=O)[C@@H](CC(=O)N(CCO)Cc2ccccc2)C/C=C\CC[C@H]1Cc1ccc(F)cc1	-7.7	x	x	x	-1.9	-0.1	8.6	x	x
O=C(COC(=O)C1CC1)Nc1ccc(Cl)cn1	-5.5	x	x	x	-4.2	0.2	0.0	x	x
O=C(NCCCO)c1cc2ccccc2[nH]1	-5.6	15.4	-2.8	-2.9	5.2	6.2	5.6	-12.9	-2.7

Three structures out of the list, arranged by molecular weight, ascending.
SMILES	GalR3 antag	UBC9 SUMO inh	VIM-2 inhibitor	IMP-1 inh	IDE cell inh	IDE act	CRFR2-BP antag	p-CIP stab down	NS3 helicase inh
O=C(COC(=O)C1CC1)Nc1ccc(Cl)cn1	-5.5	x	x	x	-4.2	0.2	0.0	x	x
CCN1CCCC1Cn1cnc2c([nH]c3ccc(Cl)cc32)c1=O (centres undefined)	-4.0	17.4	3.1	-3.0	7.8	-4.7	-5.4	-13.9	-8.9
Cc1onc(-c2ccccc2)c1C(=O)N(CC(C)C)c1c(N)n(CC(C)C)c(=O)[nH]c1=O	-8.1	x	x	x	-4.5	1.1	-0.8	x	x

(continued)
SMILES	GalR3 antag	UBC9 SUMO inh	VIM-2 inhibitor	IMP-1 inh	IDE cell inh	IDE act	CRFR2-BP antag	p-CIP stab down	NS3 helicase inh
CN(C)c1ccc(/C=C/c2nnnn2-c2ccccc2)cc1	-11.2	6.6	-1.3	-2.1	3.9	4.5	33.8	-6.6	-18.5
COc1ccc(N2CCN(C(=O)CCCC3=NS(=O)(=O)c4ccccc4N3)CC2)cc1	-3.4	7.6	-1.7	-3.0	4.6	-5.0	-17.1	-9.0	-0.2
COCCN1Cc2cccc(C(=O)Nc3ccc(S(=O)(=O)N4CCCCC4)cc3)c2C1=O	-0.2	8.1	2.2	1.7	2.2	-5.7	-3.5	-11.0	24.8
CN(C)C(=O)C1C2NC(=S)N(c3ccccc3)C1(C)Oc1ccccc12 (centres undefined)	-5.3	17.7	-2.3	-1.6	3.9	1.5	-4.9	-1.7	0.0
O=C(CCCCCN1C(=O)C2C3C=CC(C3)C2C1=O)Nc1nccs1 (centres undefined)	0.4	10.0	-4.8	-7.6	3.0	-2.5	14.6	-14.2	2.3
Cn1c(NC(=O)c2cc(Cl)ccc2Cl)cc(=O)n(C)c1=O	0.6	6.6	2.1	-0.6	-1.9	8.7	7.4	4.2	15.8
CCOC(=O)c1ccc(NC(=O)c2c(C)[nH]c(C(=O)OCC)c2C)cc1	-5.8	-1.6	-3.1	-2.6	-1.1	0.7	-26.0	-3.1	-3.7
CC1(C)CC(NC(=O)C2CCN(S(=O)(=O)c3cccc(C(F)(F)F)c3)CC2)CC(C)(C)N1	-3.7	x	x	x	7.2	-1.3	-0.4	x	x
CCCS(=O)c1nc(C)cc(C)c1S(C)(=O)=O (centres undefined)	-5.5	12.8	-1.8	-1.8	2.2	8.9	-5.5	4.7	3.1
Clc1ccc(Cc2noc(-c3cccs3)n2)cc1	-7.2	23.9	-2.6	-1.1	-0.4	3.3	6.6	-10.1	0.6
CC(=O)Nc1nonc1NC(=O)c1ccc(F)cc1	-5.6	5.9	-1.3	-2.8	8.1	2.5	-1.6	-0.1	-8.0
Clc1ccccc1-c1nnc2n1-c1ccccc1SC2	-5.8	23.4	-1.2	-3.0	3.6	0.8	4.5	-11.6	-1.2
CCOC(=O)C1CCCN(C2=NC(=O)/C(=C/c3ccc(O)c(OC)c3)S2)C1 (centres undefined)	-9.3	31.1	2.9	-1.0	25.0*	-27.8	-2.7	-4.2	7.2
Cc1ccc(/C=C/C(=O)OCC(=O)NC(=O)NCc2ccccc2)cc1	-8.1	x	x	x	-1.0	4.2	1.5	x	x
C/C(=N/NC(=O)c1ccoc1C)C12CC3CC(CC(C3)C1)C2	0.6	18.3	-1.5	-2.7	-1.8	-1.6	-30.0	-0.8	-8.0
CCN1CCN(c2cc(C)c3cc(NC(=S)N4CCCC(C)C4)ccc3n2)CC1 (centres undefined)	-5.2	3.2	-0.5	-2.1	-4.2	1.0	-12.7	1.3	-42.2
CCOC(=O)C1=CN(Cc2ccc(OC)cc2)C=C(C(=O)OCC)C1c1cccs1	-6.2	-1.0	-1.9	-1.3	0.5	2.5	40.5	3.9	-19.9
O=C(CCc1ccc(S(=O)(=O)NCCc2ccccc2)cc1)NCc1ccc2c(c1)OCO2	-5.6	3.3	-2.4	0.3	0.6	-0.1	14.3	-8.8	-0.8
O=C1COc2ccc(S(=O)(=O)N3CCC(C(=O)NCc4ccc(F)cc4)CC3)cc2N1	-1.7	-2.1	-3.0	-5.2	-7.3	-0.4	15.6	-12.5	6.4
CC(C)OC(=O)c1sc2nc3c(cc2c1N)C(=O)CCC3	-0.7	6.7	-2.9	-3.2	-3.8	-1.9	-23.2	-1.1	13.5
O=C(c1ccccc1)C1CCN(C(=O)C2CCC(=O)N(Cc3cccc(F)c3)C2)CC1 (centres undefined)	1.1	0.8	-0.6	-1.7	x	-1.8	12.0	2.8	-1.2
Cc1ccc(NC(=O)N2CCN(S(=O)(=O)c3ccccc3)CC2)cc1	-3.1	-0.4	-2.4	-2.4	2.1	0.7	16.8	19.8	7.1
CCC(Sc1nc(C)cc(C)n1)C(=O)O (centres undefined)	-3.0	-0.2	-2.2	-2.2	1.9	-1.0	-18.5	-9.7	-1.7
O=C(O)C1CCCN(S(=O)(=O)Cc2ccccc2)C1 (centres undefined)	-10.6	1.7	0.0	-0.1	x	4.9	0.0	-6.8	1.1
OC(CN1C2=NCCCN2c2ccccc21)c1ccc(Cl)cc1 (centres undefined)	-8.3	0.7	-1.5	-1.2	4.0	1.4	-1.8	-14.9	-15.0
C#CCN1C(=O)S/C(=C\c2ccc(-c3ccc(Cl)c(C(=O)O)c3)o2)C1=O	-0.5	13.2	9.3*	-3.1	3.8	2.5	0.4	-7.0	40.1*
O=C(NCc1ccncc1)C(=O)N/N=C/c1ccccn1	-6.7	13.7	-1.6	0.2	2.3	6.4	3.1	-10.1	-8.4
CCc1cc2c(SCC(=O)N3CC(=O)Nc4ccccc43)ncnc2s1	2.0	-10.4	-2.1	-2.9	2.8	-4.7	-27.5	12.5	-3.2
CC(=O)N(c1ccc2oc(=O)sc2c1)S(=O)(=O)c1cccc2cccnc12	-7.7	-0.4	1.2	-2.5	6.5	-2.1	-5.5	-8.7	0.5
O=C(COc1ccc(Br)cc1)Nc1ccccc1C(=O)N1CCOCC1	0.6	12.7	-2.5	-2.3	-4.5	5.4	-10.3	-4.2	-4.9
CCc1nn2c(=O)cc(CSCC(=O)Nc3ccccc3F)nc2s1	x	-4.9	-1.0	0.7	6.4	-0.5	-1.6	11.3	3.9
Cc1ccc(C)c(C(=O)COC(=O)C2CCN(c3ccc(C(F)(F)F)cn3)CC2)c1	-6.6	x	x	x	3.2	8.3	13.1	x	x
O=C(CCN1CCN(Cc2ccccc2)CC1)NNC(=O)Nc1cccc([N+](=O)[O-])c1	0.1	-12.9	0.2	0.8	x	4.3	-6.9	-5.0	5.6
COc1ccc(S(=O)(=O)N(Cc2ccccc2)Cc2nc3ccccc3c(=O)[nH]2)cc1	4.2	11.2	-4.1	-4.0	-1.1	-0.6	4.5	-5.2	-8.6
CCn1c(=O)cc(OCC(=O)N2CCc3ccccc32)c2ccccc21	-1.1	-79.4	2.6	-1.2	x	4.4	-9.3	7.3	-4.2
C=CCN1C(=O)/C(=C\c2cccs2)C(C(=O)OC)=C1C	-5.3	17.9	3.5	-0.3	7.6	-0.1	4.2	-12.9	10.6
CC(=O)c1ccc(NC(=O)C2CCC(C)(C(=O)O)C2(C)C)cc1 (centres undefined)	-3.7	21.8	-1.3	-4.2	-0.2	-5.1	-1.7	-7.2	4.2
O=C(c1cc(COc2c(F)cccc2F)on1)N1CCSCC1	-8.7	-9.5	-2.7	-3.0	7.4	-8.9	-8.2	16.3	0.3
CCc1nc(N2CCC3(CC2)OCCO3)c2nnn(Cc3ccccc3)c2n1	-5.1	-10.4	1.6	-2.8	-7.0	5.2	-5.7	6.2	-9.4
CCOC(=O)C(CC)Sc1nnc2cc(C)c3ccccc3n12 (centres undefined)	-0.4	x	-0.4	-3.0	3.3	-0.5	3.6	x	-0.8
O=C1NC2(CCCC2)C(=O)N1CC(=O)N(Cc1ccccc1)c1ccccc1	-4.9	x	x	x	4.2	5.1	-7.9	x	x
Cc1ccc(Cc2nnc(SCC(=O)Nc3ccccc3)[nH]c2=O)cc1	-6.0	x	x	x	6.4	6.1	-9.2	x	x
Cc1ccc(/C=N/N2CCCCC2)o1	-3.8	8.7	-0.2	-0.6	3.1	1.7	-1.6	13.2	10.4
COc1ccc(Cc2nnc(SCC(=O)N3CCCC(C)C3)o2)cc1 (centres undefined)	-3.8	-11.1	-0.5	-0.2	0.4	0.7	-11.9	0.1	2.8
CC(=O)Nc1ccc(S(=O)(=O)Oc2ccc(/C=N/N=C3/NC(=O)C(CC(=O)O)S3)cc2)cc1 (centres undefined)	-3.6	-9.9	-5.7	-2.5	-0.9	x	-5.1	-14.6	4.7
COC(=O)C(Cc1c[nH]c2ccccc12)N1CCS(=O)(=O)CC1 (centres undefined)	-5.0	8.3	-2.3	-2.9	0.3	3.3	1.2	2.9	-2.0
CC(=O)Nc1ccc(C)c(NS(=O)(=O)c2cccc(C(F)(F)F)c2)c1	2.1	2.2	-1.9	-1.9	-0.2	0.3	-6.2	-12.9	-0.2
CCCCn1c(O)c(N=NC(=O)c2ccco2)c2ccccc21	-5.0	-5.7	-3.9	-3.0	-4.4	-3.1	-16.0	-26.8	7.8

Random draw from the library; overall some 3.2% were active at least once.
